# FXIIa inh 1536 = human FXIIa protease inhibitors, primary screen, biochemical, 1536-well; purified FXIIa, Boc-QGR-AMC fluorogenic substrate, 2 h; Coagulation factor XII (Homo sapiens), P00748; inhibition, % at 5 µM; hit rate 0.3% among 220,000; in the data active means inhibition above about 40%;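 further: 0% = enzyme with no compound and 100% = blank without enzyme; many of its hits are not listed in these tables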
# Hck-Nef inh = inhibitors of Nef-activated human Hck kinase, primary screen, biochemical, Z-Lyte FRET, 384-well, Hck-YEEI; Recombinant Hck-YEEI plus Nef, Z-Lyte FRET kinase assay; hit rate 0.68% among 220,000; inhibition, % at 20 µM; Tyrosine-protein kinase HCK (Homo sapiens), P08631; AID 463187, 2010;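 active means Hck-Nef kinase inhibition above about 50%, limit read from the data; inactive means inhibition below that limit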;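 further: 0% = DMSO with Hck plus Nef and 100% = Hck alone without Nef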
# Wee1 degr inh = Wee1 degradation inhibitors, primary screen, cell-based, HeLa, Wee1K328M-luciferase, luminescence. HeLa Luc-Wee1K328M stability; 100% = proteasome inhibitor MG132 effect. hit rate 1.2% among 220,000. reporter increase, % at 5 µM. AID 1321, 2008. Wee1-like protein kinase (Homo sapiens), P30291;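 active means activation above the mean of all tested compounds plus 3 SD, set per screening run, cut at about 8.8% in these data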;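 further: cells exposed to compound for 20 h before luminescence read; 0% = DMSO alone and 100% = MG132 at 30 µM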
# FXIa inh = human FXIa protease inhibitors, primary screen, biochemical, 1536-well | purified FXIa, Boc-Glu-Ala-Arg-AMC fluorogenic substrate | Coagulation factor XI (Homo sapiens), P03951 | inhibition, % at 5 µM | hit rate 0.14% among 220,000;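 active means inhibition of at least 40%; inactive means inhibition below 40%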;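 further: fluorescence of freed AMC excited at 355 nm; 0% = enzyme without compound and 100% = no enzyme blank; many of its hits are not listed in these tables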
# Target sequence (P03951 19-387 limits assumed): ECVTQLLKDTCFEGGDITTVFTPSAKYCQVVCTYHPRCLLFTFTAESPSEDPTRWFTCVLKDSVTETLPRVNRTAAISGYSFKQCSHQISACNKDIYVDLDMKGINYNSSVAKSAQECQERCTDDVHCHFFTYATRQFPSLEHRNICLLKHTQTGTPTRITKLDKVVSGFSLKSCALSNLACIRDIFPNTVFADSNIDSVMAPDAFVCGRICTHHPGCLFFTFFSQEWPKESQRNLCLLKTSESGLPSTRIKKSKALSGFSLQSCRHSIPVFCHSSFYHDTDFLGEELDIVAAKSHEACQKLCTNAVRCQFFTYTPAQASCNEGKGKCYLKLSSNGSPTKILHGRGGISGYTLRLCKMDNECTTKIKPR
# Target sequence (P03951 388-625 limits assumed): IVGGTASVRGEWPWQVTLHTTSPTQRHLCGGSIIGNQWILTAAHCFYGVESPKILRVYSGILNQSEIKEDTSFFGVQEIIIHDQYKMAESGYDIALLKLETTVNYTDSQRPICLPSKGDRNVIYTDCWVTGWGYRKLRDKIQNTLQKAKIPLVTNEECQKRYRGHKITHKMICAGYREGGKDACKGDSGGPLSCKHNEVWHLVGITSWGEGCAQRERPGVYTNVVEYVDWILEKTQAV
# Runt-SMMHC FRET = inhibitors of RUNX1 Runt–CBFb-SMMHC binding, primary screen, biochemical, FRET, Cerulean-Runt, Venus-CBFb-SMMHC, uHTS | Runt-related transcription factor 1 (Homo sapiens) + Core-binding factor subunit beta … | Cerulean-Runt/Venus-CBFb-SMMHC FRET ratio 530/480, 1 h | inhibition, % at 20 µM | hit rate 0.74% among 220,000 | AID 1434, 2008;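 active means mean inhibition across duplicate retests at 20 µM reaching about 50%, limit read from the data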;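 further: 0% = DMSO wells and 100% = wells with excess untagged CBFb-SMMHC; inhibitors lower the FRET ratio by blocking Runt binding to CBFb-SMMHC; some results filed as inactive read as strong as hits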
# Thrombin inh = human alpha-thrombin inhibitors, primary screen, counter-screen for coagulation protease inhibitor project, biochemical, 1536-well, fluorogenic AMC substrate; Prothrombin (Homo sapiens), P00734; Boc-VPR-AMC fluorogenic substrate cleavage; inhibition, % at 5 µM; hit rate 0.26% among 220,000;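 active means inhibition at or above 40%; inactive means inhibition below 40%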;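 further: 0% = enzyme with no compound and 100% = wells without enzyme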
#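 System – human alpha-thrombin protein · Reagent – Boc-VPR-AMC substrate, 15 µM final · Compound – 5 µM single dose in 0.2% DMSO · Schedule – reaction at room temperature · Technique – AMC fluorescence at 355 nm excitation and 460 nm emission · Read-out basis – % inhibition relative to enzyme controls and enzyme-free blanks · Control set – no-compound enzyme wells and no-enzyme blanks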
# Runt-CBFb FRET = inhibitors of RUNX1 Runt–CBFb binding, primary screen, biochemical, FRET, Cerulean-Runt, Venus-CBFb, uHTS | hit rate 0.46% among 220,000 | Cerulean-Runt/Venus-CBFb FRET ratio 530/480, 1 h | inhibition, % at 20 µM;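 active means inhibition over about 50% at 20 µM in the single-dose screen, limit read from the data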;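 further: 0% = DMSO wells and 100% = excess unlabeled CBFb competitor control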
#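 Schedule: protein complex preformed 1 h, compound exposure 1 h, room temperature, dark; test system: Cerulean-labeled Runt domain protein; amount: 100 nM per protein; buffer or medium: Tris 50 mM pH 7.5, KCl, K2SO4, 0.01% BSA; read-out: loss of energy transfer signal; detection: FRET fluorescence; controls: 5 µM unlabeled CBFb as full-inhibition high control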
# KLK5 inh = human KLK5 protease inhibitors, primary screen, biochemical, 1536-well. Kallikrein-5 (Homo sapiens), Q9Y337. recombinant hK5, fluorogenic AMC substrate cleavage. inhibition, % at 5 µM. hit rate 0.59% among 210,000. AID 873, 2007;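 active means inhibition of 40% or more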;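 further: 0% = enzyme controls without compound and 100% = no-enzyme blanks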
# 14-3-3 Bad inh = inhibitors of 14-3-3 zeta/Bad binding, primary screen, biochemical, TR-FRET, bovine 14-3-3 zeta; 14-3-3 protein zeta/delta (Bos taurus), P63103; TR-FRET 14-3-3zeta/Dy647-pBad peptide displacement, 1 h; inhibition, % at 21.7 µM; hit rate 0.71% among 220,000; AID 781, 2007;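 active means inhibition above about 70%, limit read from the data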;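 further: 0% = full 14-3-3 plus peptide FRET controls and 100% = background without 14-3-3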
# Target sequence (P63103 whole entry, looked up): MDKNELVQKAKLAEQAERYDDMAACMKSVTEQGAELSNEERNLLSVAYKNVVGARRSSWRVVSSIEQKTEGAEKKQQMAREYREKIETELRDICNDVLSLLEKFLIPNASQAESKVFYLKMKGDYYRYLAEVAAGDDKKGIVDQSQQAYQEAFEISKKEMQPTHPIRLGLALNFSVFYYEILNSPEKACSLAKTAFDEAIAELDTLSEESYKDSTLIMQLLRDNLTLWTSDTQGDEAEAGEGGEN
# * hit, by the source's call; / = no result given; [ ] = another dose, or the depositor's remark.
Structure	14-3-3 Bad inh	Runt-CBFb FRET	Thrombin inh	Runt-SMMHC FRET	KLK5 inh	FXIa inh	FXIIa inh 1536	Hck-Nef inh	Wee1 degr inh
Cc1cc(C)c2c(=O)[nH]n(C3CC(C)N(C)CC3C)c2n1 (stereo not drawn)	-3	2	-8	0	-4	-5	-9	0	-2
COCCNc1nc(C)cc(-c2cc(C(=O)NC3CCCC3)on2)n1	-1	3	0	3	1	-5	6	22	/
C=CCSc1nc2c(cnn2-c2ccc(C)c(C)c2)c(=O)[nH]1	24[fluorescence artefact?]	-1	-1	-4	-1	6	15	1	2
CCn1c(=O)c2cc(C(=O)N3CCN(C)CC3)sc2c2ccccc21	5	-2	-4	4	-33	-3	3	20	8
Cn1cnnc1SCC(=O)Nc1ccccc1	10	-1	0	1	-7	6	21	1	1
CC(CN1CCOCC1)OC(=O)c1cccs1 (stereo not drawn)	16[fluorescence artefact?]	4	1	1	6	-1	13	-18	1
CC(=O)Nc1c(C(=O)N2CCOCC2)sc2nc3c(cc12)COC(C)(C)C3	5	3	4	16	-13	0	-2	-4	2
COC(=O)c1ccc(S(=O)(=O)NCc2ccc(OC)cc2)n1C	1	1	-12	-5	-8	3	2	10	-3
COc1ccc(OC)c(NC(=O)C2C3CC4OC(=O)C2C4C3)c1 (stereo not drawn)	-2	-1	-1	-4	5	10	13	11	0
COc1ccc(C(=O)COc2ccccc2N2C(=O)C3C4C=CC(C4)C3C2=O)cc1 (stereo not drawn)	-2	-2	3	5	-6	1	12	-2	-1
COc1ccc(C2CC2/C(=N/OC(=O)c2cccs2)c2ccccc2)cc1 (stereo not drawn)	-4	-2	-11	-1	-14	-2	11	-2	-1
Cc1ccc(N2C(=O)N(CC(=O)Nc3ccc(C)c(C)c3[N+](=O)[O-])C(=O)C2C)cc1 (stereo not drawn)	-3	-1	-7	2	-4	-5	1	3	5
Cc1csc(NC(=O)CSc2nnc(C)s2)n1	-6	-2	28	-4	26	11	5	-4	-3
CC1CN(C(=S)Nc2ccccc2)N(c2ccccc2)C1 (stereo not drawn)	-5	2	6	2	-8	-3	1	-28	0
Cc1ccc(N2C(S)=C(C#N)C(=O)NC23CCCCC3)cc1	-7	4	-4	1	-14	10	21	6	2
O=C(NCc1cccs1)C1CCCN(S(=O)(=O)c2ccc3c(c2)OCO3)C1 (stereo not drawn)	4	-3	0	-2	4	2	12	-2	0
COC(=O)CSc1nnc(CNc2ccc(F)cc2)o1	-9	2	-5	-1	11	-8	9	3	4
Cc1n[nH]c(C)c1CS(=O)(=O)c1ccccc1	0	0	-8	-3	-7	-3	4	13	0
COc1cc(/C(C)=N/N2CCOCC2)cc(OC)c1OC	3	2	17	-2	5	2	9	27	3
Cc1cc(N/C=C/C(=O)c2ccc(Br)cc2)no1	9[fluorescence artefact?]	1	-2	2	-2	3	7	1	1
COc1ccc(N2CCN(Cc3nc4ccsc4c(=O)[nH]3)CC2)cc1	-23[fluorescence artefact?]	0	-7	0	-33	-1	4	9	1
COc1cccc(C(=O)NC(=S)Nc2ccc(N(C)C)cc2)c1	-4	18	-10	5	-5	-2	-1	-2	2
CC(=O)Nc1cccc(OCc2ccc(F)cc2)c1	-5	1	3	1	-9	-5	2	14	2
CC(C)c1ccc(NC(=O)N2CCN(S(=O)(=O)c3ccccc3)CC2)cc1	-5	-2	-7	-2	-9	2	6	23	0
O=C(Cc1ccc(Cl)cc1)Nc1ncccn1	-8	-1	-2	3	-47	-4	5	7	1
Cc1cccc(N(C(=O)CCC(=O)Nc2cc(C)on2)C(C(=O)NC2CCCC2)c2ccncc2)c1 (stereo not drawn)	11	1	-7	4	-14	2	-2	-1	1
CCc1cc2c(=O)n(-c3ccccc3)c(=S)[nH]c2s1	23[fluorescence artefact?]	20	3	19	-9	1	10	0	3
COc1ccc(-n2c(SCc3nnc(-c4ccccc4)o3)nnc2-c2ccccc2)cc1	-19	-3	2	-4	-7	-9	1	1	-1
CCN(CC)S(=O)(=O)c1cc([N+](=O)[O-])ccc1NNC(=O)Nc1ccc(Cl)c(Cl)c1	-4	16	-15	0	-2	3	-2	-10	1
c1csc(-c2csc3ncnc(NCCCN4CCOCC4)c23)c1	-4	1	-9	-2	-5	-4	2	0	-2

# Quoted at random: two entries already listed
Structure	14-3-3 Bad inh	Runt-CBFb FRET	Thrombin inh	Runt-SMMHC FRET	KLK5 inh	FXIa inh	FXIIa inh 1536	Hck-Nef inh	Wee1 degr inh
Cc1n[nH]c(C)c1CS(=O)(=O)c1ccccc1	0	0	-8	-3	-7	-3	4	13	0
COc1ccc(C2CC2/C(=N/OC(=O)c2cccs2)c2ccccc2)cc1 (stereo not drawn)	-4	-2	-11	-1	-14	-2	11	-2	-1

# (list continues)
Structure	14-3-3 Bad inh	Runt-CBFb FRET	Thrombin inh	Runt-SMMHC FRET	KLK5 inh	FXIa inh	FXIIa inh 1536	Hck-Nef inh	Wee1 degr inh
OCCN(Cc1ccccc1)Cc1ccc(F)c(F)c1	38	0	-2	0	2	3	4	0	-1
NS(=O)(=O)c1ccc2ccccc2c1	-2	2	4	-3	-9	-3	8	0	-1
Cc1ccc(SCC(=O)NCC2CCCO2)cc1 (stereo not drawn)	-10	1	0	-5	3	-2	11	19	-2
CC(C)(C)NC(=O)COc1ccc(-c2ccccc2)cc1	4	-1	-1	-5	-7	10	4	4	1
CC(=O)CSc1nc2cc3c(cc2cc1C#N)OCCO3	-5	-26	4	-53	-6	-2	0	-1	7
CC(C)NC(=O)C1CCCN(c2nnc(-n3cccc3)s2)C1 (stereo not drawn)	2	1	-5	-3	1	-8	1	0	4
N#CCc1c(C#N)c(N)nc(Nc2ccccc2)c1C#N	-4	2	-4	20	27	-3	15	21	-1
O=C(NCCN1CCN(C(=O)Nc2ccccc2)CC1)Nc1ccccc1	-8	0	-11	-4	-7	-10	-2	6	2
O=C(c1ccco1)N1CCN(S(=O)(=O)c2ccc(Oc3ccccc3)cc2)CC1	-12	-6	-4	0	-6	0	15	-2	0
COC(=O)C(Cc1ccc(OC(=O)c2ccccc2Cl)cc1)N1Cc2ccccc2C1=O (stereo not drawn)	-5	-2	-4	-3	1	-2	7	1	2
C=CCNC(=S)NNC(=O)c1csc(C)c1CC	-3	0	4	-6	-44	0	13	7	-1
COn1c(SCc2cccc(Cl)c2)nc2ccccc2c1=O	3	-4	-4	-6	1	0	2	3	-4
Nc1ccccc1NC(=O)c1ccccc1	11	-1	-6	2	10	-6	1	5	0
O=C(COC(=O)c1ccccc1C(=O)c1ccc(Cl)c([N+](=O)[O-])c1)NC1CCCCCC1	-5[fluorescence artefact?]	-3	6	1	-2	5	13	3	3
CCN(CC)S(=O)(=O)c1cccc(C(=O)NCC(c2ccccc2)N(C)C)c1 (stereo not drawn)	-3	-1	/	5	-5	2	4	18	1
NC(=O)C1CCCN(C(=O)c2ccc(Cl)cc2)C1 (stereo not drawn)	-6	0	-3	-2	-13	-5	14	1	0
O=C(O)CCc1ccc(-c2ccccc2)o1	-4	24	-2	15	5	-1	1	-1	4
CN(C)c1nc(Cl)nc(N(C#N)CCOc2ccccc2)n1	-15	-4	0	-2	2	-5	4	-3	-2
CCNC(=O)c1ccc(N(C)S(=O)(=O)c2cccs2)cc1	-6	-3	0	1	0	3	2	29	-1
CN1C(=O)CC(c2ccco2)Sc2ccccc21 (stereo not drawn)	3	5	3	-2	16	5	18	0	-2
COc1ccc(-c2ccc(CCC(=O)O)n2CC(=O)Nc2cccc(OC)c2)cc1	-6	7	-1	22	/	5	6	24	-1
Cc1nnc(SCC(=O)c2ccc(Cl)cc2)s1	-6	1	15	-1	-1	2	11	25	-3
Cn1ccs/c1=N\C(=O)Nc1cccc(Cl)c1	-5	1	-4	-4	/	1	9	3	0
CCOC(=O)C(=NCCCN1CCOCC1)NNc1cccc(C(F)(F)F)c1	-5	2	-14	3	-5	-4	-1	-11	6
C=CCNCCCCOc1ccc(OCC)cc1	/	-2	1	0	12	21	34	14	-2
Cc1cc(NC(=O)COC(=O)C(Cc2ccccc2)NC(=O)c2ccco2)no1 (stereo not drawn)	-12	-2	-1	0	-10	-3	13	0	21*
CCCCN(CC)CCCNC(=O)c1ccc(CSc2nc3ccncc3[nH]2)cc1	-5	0	29	-1	0	-4	6	7	-2
Cc1ccc(N(CCCCN2C(=O)c3ccccc3C2=O)C(=O)c2cccc([N+](=O)[O-])c2)cc1	1	-2	0	1	-6	3	18	1	-3
c1ccc(NCC2OCc3ccccc3CO2)cc1	-19	2	-8	-4	-7	-6	8	0	-1
CC(=O)c1sc(NC(=O)c2c(F)cccc2F)nc1C	-5	-1	-6	0	-5	-3	7	2	2
COc1ccc2c(c1)c1c3n2CCN(C)C3=NCC1	13	-2	5	1	13	8	13	-3	-3
C=CCc1ccc(OCC(O)CO)c(OC)c1 (stereo not drawn)	-2	2	-6	2	-15	-8	-1	2	0
Cc1nn(C)c(C)c1NS(=O)(=O)c1ccccc1	6	0	-3	0	1	-6	-10	-1	-1
O=C(O)CCCN1C(=O)C2C3CC(C2C1=O)C1C(c2ccccc2)c2sc(=O)n(-c4ccccc4)c2SC31 (stereo not drawn)	-5	-3	0	-6	-17	-6	1	10	3
COC(=O)CC1(C(=O)OC)Oc2ccc(Br)cc2C(=O)N1c1cc(Cl)c(Cl)cc1Cl (stereo not drawn)	-3	2	-2	-1	-8	-7	5	4	-1
Fc1ccccc1Oc1nc(-c2ccncc2)nc2ccccc12	3	-2	1	-3	-3	-2	4	-3	8.9*
COc1ccc(C(=O)C[n+]2cccc(C)c2)cc1	2	1	-4	-4	-9	3	4	4	-4
COc1ccc(CN2C(=O)c3oc4ccccc4c(=O)c3C2c2ccc(O)c(OC)c2)cc1 (stereo not drawn)	5	2	-5	-2	0	1	7	-3	-2
CCOC(=O)c1c(CSc2ccsc2)n(C)c2cc(Br)c(O)c(CN(C)C)c12	2	8	9	8	7	6	11	-1	1
O=C(NCC(c1cccnc1)N1CCOCC1)c1cccc(Cl)c1 (stereo not drawn)	3[fluorescence artefact?]	-3	3	2	3	4	1	0	3

# Assay outcomes as filed in PubChem.
